# Bioassay records (PubChem)
# RXFP1 ag = RXFP1 (human) receptor agonism; Q9HBX9; HEK293T-RXFP1 cAMP TR-FRET, 30 min; response scale: percent of porcine relaxin response, buffer zero; Potency, µM (series often up to 57.5 µM), for the others: top-dose activation, most hits filed as activators; 370,000 tested, 0.3% active; AID 2676; active means well fitted activation curve with a large enough effect; inconclusive means small, poorly fitted or top-dose-only effect; further: potency means the concentration at half of the fitted maximal effect; on the % scale 0 is the no-effect control and ±100 the full control effect; nearly all actives have a fitted effect of over 60% in size; many of its hits are not listed in these tables
#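 HEK293T cells stably expressing RXFP1 were pretreated with the PDE4 inhibitor Ro 20174, exposed to compounds for 30 min at 37C, lysed, and cAMP was read by TR-FRET. Data normalized to buffer (basal) and 29 nM porcine relaxin (100%).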
# D1 antag = human D1 dopamine receptor antagonism; activity change, negative = inhibition, % at 10 µM; 360,000 tested, 3.2% active; HEK293 TREx D1 cells, calcium flux, dopamine EC80; stronger effect = lower value; in the data active means activity change below about -30%; further: on the % scale 0 is the no-effect control and ±100 the full control effect
#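 Tetracycline-induced HEK293 Trex D1 cells, force-coupled to calcium, dye-loaded; compounds added and read 180 s, then EC80 dopamine added and calcium flux tracked kinetically another 180 s.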
# D1 agonist = human D1 receptor agonism | 360,000 tested, 1% active | activation, % at 2 µM | AID 504660 | P21728 | HEK293 T-REx D1 cells, calcium flux, agonist mode; in the data active means activation above about 30%; further: 0% is about no effect
#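 Agonism was scored from calcium flux recorded over 180 s (1 read/s) after pintool compound addition, following a 10-cycle baseline. Cells were inducible force-coupled HEK293 TREx D1, plated overnight at 30 C and loaded with no-wash calcium dye.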
# RXFP1 antag = antagonists of human relaxin receptor RXFP1; activity change, negative = inhibition, % at 57.5 µM; 350,000 tested, 0.59% active; HEK293-RXFP1, relaxin-stimulated cAMP HTRF, 30 min; stronger effect = lower value;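 active means activity change of -60% or lower, but not beyond a set lower limit; inconclusive means change between -60% and -40%, or beyond the set limit; inactive means change above -40%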; further: on the % scale 0 is the no-effect control and ±100 the full control effect
# D1 potentiator = enhances dopamine response at the human D1 receptor; HEK293 TREx D1 cells, calcium flux, dopamine EC20 potentiation; 360,000 tested, 0.036% active; potentiation, % at 10 µM; in the data active means potentiation above about 30%; further: 0% is about no effect
# D2 potentiator = D2 dopamine receptor (human) potentiation; HEK293 T-REx D2, calcium flux, EC20 dopamine potentiation; AID 485347; 340,000 tested, 0.34% active; potentiation, % at 10 µM;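 active means potentiation over 3 SD above the plate norm, cut at about 30% in these data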; further: 0% is about no effect
# Target sequence (P14416 whole entry, looked up): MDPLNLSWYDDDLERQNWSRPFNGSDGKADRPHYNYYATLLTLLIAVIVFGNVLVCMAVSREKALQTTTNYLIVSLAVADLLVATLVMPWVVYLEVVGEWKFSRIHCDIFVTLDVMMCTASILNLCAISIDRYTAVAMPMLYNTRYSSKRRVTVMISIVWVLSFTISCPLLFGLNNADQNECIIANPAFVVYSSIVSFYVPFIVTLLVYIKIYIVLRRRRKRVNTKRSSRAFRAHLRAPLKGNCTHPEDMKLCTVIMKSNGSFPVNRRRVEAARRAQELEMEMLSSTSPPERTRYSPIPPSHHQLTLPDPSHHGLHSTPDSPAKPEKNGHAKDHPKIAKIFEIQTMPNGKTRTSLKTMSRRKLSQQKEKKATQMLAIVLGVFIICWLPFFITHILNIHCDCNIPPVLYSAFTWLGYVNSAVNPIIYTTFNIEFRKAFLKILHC
#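 Potentiation of an EC20 dopamine calcium response measured kinetically over 180 s, after a preceding 180 s compound-only read flagging agonists. Cells: inducible Hek293 Trex D2 line, 4000/well, cultured overnight at 30 C before dye loading.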
# TRHR PAM = TRH receptor (human) allosteric enhancement; P34981; TRHR cells, fluo-8 calcium fluorescence, EC20 TRH enhancement; enhancement, % at 2 µM; 360,000 tested, 0.66% active; AID 493056; in the data active means enhancement above about 30%; further: 0% is about no effect
# Target sequence (P34981 whole entry, looked up): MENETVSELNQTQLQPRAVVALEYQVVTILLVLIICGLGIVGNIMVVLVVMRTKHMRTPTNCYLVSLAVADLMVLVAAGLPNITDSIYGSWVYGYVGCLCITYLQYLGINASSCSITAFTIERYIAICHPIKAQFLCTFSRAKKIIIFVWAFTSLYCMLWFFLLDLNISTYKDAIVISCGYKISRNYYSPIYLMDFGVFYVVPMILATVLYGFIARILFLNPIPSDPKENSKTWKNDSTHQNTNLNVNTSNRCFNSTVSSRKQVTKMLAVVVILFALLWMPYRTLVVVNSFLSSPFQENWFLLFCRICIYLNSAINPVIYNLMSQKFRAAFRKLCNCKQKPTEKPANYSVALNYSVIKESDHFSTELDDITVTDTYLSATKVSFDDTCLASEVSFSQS
#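 Enhancer read-out: after compound pinning and an initial kinetic agonist-mode read, an EC20 of TRH (10 nM final) was injected and fluo-8 calcium signal (Ex 480/Em 530) followed at 1 s/cycle for 100 cycles in TRHR-expressing cells.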
# D2 antagonist = antagonizes the human D2 dopamine receptor | HEK293 TREx D2 cells, calcium flux, dopamine EC80 | AID 485344 | 340,000 tested, 2% active | P14416 | inhibition, % at 10 µM; in the data active means inhibition above about 30%; further: 0% is about no effect
#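 Inhibition of EC80 dopamine-driven calcium flux, recorded kinetically, defines activity here; cells are a tetracycline-induced HEK293 T-REx line expressing force-coupled D2.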
# D2 ag = D2 dopamine receptor (human) agonism; AID 485358; activation, % at 2 µM; P14416; 340,000 tested, 0.53% active; HEK293 T-REx D2 cells, calcium flux agonist mode;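 active means activation over 3 SD above normal in the single-dose calcium agonist read, cut at about 30% in these data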; further: 0% is about no effect
#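 Tetracycline-induced HEK293 Trex cells with D2 receptor force-coupled to calcium signaling, plated overnight at 30 C and loaded with no-wash calcium dye. Calcium flux read kinetically for 180 s after compound addition; responses flag agonists.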
# The depositor's hits bear a star; u = inconclusive; x = no result given. This is a subset; the hit share may differ from the screen's.
canonical_smiles	RXFP1 ag	D1 antag	D1 agonist	RXFP1 antag	D1 potentiator	D2 potentiator	TRHR PAM	D2 antagonist	D2 ag
C/C(=N\NS(=O)(=O)c1ccc(C)cc1)c1cccs1	0.9%	-11.1	0.2	-0.8	-0.1	x	9.7	x	x
O=C1Nc2ccc([N+](=O)[O-])cc2OC1CCN1CCN(c2ccccc2)CC1 (configuration not stated)	-2.7%	-2.7	-0.2	2.0	-1.5	16.0	7.0	-6.2	4.1
O=C(c1ccsc1)N1CCCC(N2CCOCC2)C1 (configuration not stated)	-0.5%	9.8	0.6	10.6	-1.6	9.0	-1.1	-5.0	0.7
COc1cc(CN2CC(C)CC(C)C2)cc([N+](=O)[O-])c1O (configuration not stated)	0.1%	6.4	2.6	-13.2	-3.9	6.7	3.0	-12.2	0.9
CCCC(C)NC(C)C(=O)NC1CCCC1 (configuration not stated)	0.0%	-28.5	2.4	-8.3	-2.8	-1.1	2.8	1.4	-1.4
CCOc1ccccc1NC(=O)CCc1c(C)nn(-c2ccc(N3CCOCC3)nn2)c1C	-0.3%	-67.9*	0.1	x	-8.6	12.3	1.2	x	0.7
Cc1cccc(C(=O)Nc2nc(-c3nnn(-c4cc(C)ccc4C)c3C)ns2)c1	5.1%	0.3	8.5	u	-1.6	-1.1	-4.6	x	0.6
C/C(=C1/C(=O)N(c2ccc([N+](=O)[O-])cc2)N=C1c1ccccc1)N(C)C	2.6%	0.2	33.7*	x	-5.0	-1.6	-7.3	11.4	1.6
CC(C)(C)NC(=O)NC(=O)CSc1nnc2ccccn12	-1.3%	-8.8	3.4	-8.7	-1.2	-8.5	-5.2	4.2	-0.9
CCCCC(=O)N1CCN(c2nc(-c3ccc(F)cc3)cs2)CC1	-1.4%	-30.5*	2.5	-10.6	-3.7	9.5	-0.5	-1.7	-1.5
O=C(c1ccc(F)cc1)N1CCCC(c2nc(-c3cccs3)no2)C1 (configuration not stated)	-0.2%	-26.8	7.2	2.8	-4.8	2.9	-3.4	7.9	0.5
Cc1cc(OCC(=O)NCC2(N3CCOCC3)CCCCC2)ccc1Cl	-0.1%	-14.9	-2.0	-27.2	-1.2	-7.7	-2.4	x	9.0
CCOc1ccc(C(=O)CC(=O)C(=O)NCCc2ccc(OC)c(OC)c2)cc1	2.7%	15.5	4.0	x	-9.2	-5.5	21.3	-10.5	1.3
Cn1c(=NC(=O)COc2ccccc2)sc2cc(F)cc(F)c21	-1.1%	-0.2	2.0	-7.4	4.2	2.1	11.0	-4.7	0.6
CC(NC(=O)c1ccco1)C(=O)O (configuration not stated)	-0.2%	-4.5	0.5	x	-2.6	2.7	1.7	-4.5	0.0

# Arranged by molar mass (rising): some entries from above.
canonical_smiles	RXFP1 ag	D1 antag	D1 agonist	RXFP1 antag	D1 potentiator	D2 potentiator	TRHR PAM	D2 antagonist	D2 ag
CCCC(C)NC(C)C(=O)NC1CCCC1 (configuration not stated)	0.0%	-28.5	2.4	-8.3	-2.8	-1.1	2.8	1.4	-1.4
O=C(c1ccsc1)N1CCCC(N2CCOCC2)C1 (configuration not stated)	-0.5%	9.8	0.6	10.6	-1.6	9.0	-1.1	-5.0	0.7
CCOc1ccc(C(=O)CC(=O)C(=O)NCCc2ccc(OC)c(OC)c2)cc1	2.7%	15.5	4.0	x	-9.2	-5.5	21.3	-10.5	1.3

# Entries of single compounds as entered above.
# `O=C1Nc2ccc([N+](=O)[O-])cc2OC1CCN1CCN(c2ccccc2)CC1` (configuration not stated) reads RXFP1 ag = -2.7%; D1 antag = -2.7; D1 agonist = -0.2; RXFP1 antag = 2.0; D1 potentiator = -1.5; D2 potentiator = 16.0; TRHR PAM = 7.0; D2 antagonist = -6.2; D2 ag = 4.1
# `Cn1c(=NC(=O)COc2ccccc2)sc2cc(F)cc(F)c21` reads RXFP1 ag = -1.1%; D1 antag = -0.2; D1 agonist = 2.0; RXFP1 antag = -7.4; D1 potentiator = 4.2; D2 potentiator = 2.1; TRHR PAM = 11.0; D2 antagonist = -4.7; D2 ag = 0.6

# Next part.
canonical_smiles	RXFP1 ag	D1 antag	D1 agonist	RXFP1 antag	D1 potentiator	D2 potentiator	TRHR PAM	D2 antagonist	D2 ag
O=C(CCC(=O)N/N=C/c1c[nH]c2ccccc12)NCc1ccccc1	-0.2%	1.7	2.0	-10.8	-2.5	-3.7	-0.7	1.0	1.4
CCCCN1C(=O)C(O)(CC(=O)c2ccc(CC)cc2)c2cc(Br)ccc21 (configuration not stated)	-0.2%	12.1	5.5	-19.4	0.5	-9.0	6.7	x	7.3
NNC(=O)[C@@H]1C[C@@H]1c1ccccc1	-0.5%	13.6	0.2	-5.9	-4.3	9.3	9.3	x	x
C/C(=N\NC(=O)c1nnn(-c2nonc2N)c1CN(C)c1ccccc1)c1cccc(O)c1	-0.7%	-39.1*	16.5	-10.4	-15.4	11.2	28.1	10.3	0.3
CCOc1ccc(S(=O)(=O)Nc2cccc(C(=O)N(C)Cc3cccc(OC)c3OC)c2)cc1	1.3%	-31.9*	7.3	-10.8	-5.8	-7.1	2.0	-14.6	-0.2
Cc1cccc(C(=O)Nc2ccc(C(=O)/C=C/c3cccnc3)cc2)c1	0.3%	-16.2	1.8	-20.0	-9.6	-3.5	0.0	5.7	1.7
O=C(Nc1nc(-c2cccs2)cs1)c1ccc(Cl)cc1	1.4%	4.9	-0.3	-23.6	-2.6	-8.9	-2.2	-22.4	0.3
CC(/C=C1\SC(=S)N(NS(=O)(=O)c2ccccc2)C1=O)=C\c1ccccc1	6.1%	-14.5	-0.4	u	-6.5	-14.1	2.2	-10.9	-1.2
O=C(NCc1ccco1)c1ccccc1F	0.8%	4.6	-1.8	8.5	0.9	-3.8	-0.5	19.8	-0.4
COC(=O)C1=CN(C(C)C)C=C(C(=O)OC)C1c1cc(Br)c(OC)c(OC)c1	-0.7%	-2.1	0.0	8.0	-0.5	1.0	5.6	-4.6	0.2
CCCCNC(=O)Cc1c(OC)ccc2cc(Br)ccc12	16.0%	-15.6	-0.3	24.4	-4.4	-3.9	7.1	-3.0	-1.6
CC(=O)Oc1ccc2oc(/C=C/N(C)C)c([N+](=O)[O-])c2c1	-5.5%	-0.3	0.9	-16.4	-2.4	7.1	14.7	x	x
N#Cc1cnn2c1nc(N1CCOCC1)c1ccccc12	4.1%	0.4	1.6	3.6	1.3	4.3	-3.6	6.7	0.4
O=C(N/N=C/c1ccccn1)c1ccc(N/N=C/c2ccccn2)cc1	0.0%	1.7	0.9	1.3	-2.1	-0.3	-6.6	11.2	-0.2
O=C(NC(=S)Nc1ccc2cn[nH]c2c1)c1ccccc1	1.9%	-35.0*	9.6	-9.6	-3.6	5.1	3.6	2.0	2.5

# Part of the list above, limited to D1 potentiator, D2 potentiator and TRHR PAM:
Structure	D1 potentiator	D2 potentiator	TRHR PAM
O=C(NCc1ccco1)c1ccccc1F	0.9	-3.8	-0.5
COC(=O)C1=CN(C(C)C)C=C(C(=O)OC)C1c1cc(Br)c(OC)c(OC)c1	-0.5	1.0	5.6
CCCCNC(=O)Cc1c(OC)ccc2cc(Br)ccc12	-4.4	-3.9	7.1
CC(=O)Oc1ccc2oc(/C=C/N(C)C)c([N+](=O)[O-])c2c1	-2.4	7.1	14.7

# (further entries)
canonical_smiles	RXFP1 ag	D1 antag	D1 agonist	RXFP1 antag	D1 potentiator	D2 potentiator	TRHR PAM	D2 antagonist	D2 ag
Cc1ccc(SCc2cc(-c3ccc(Cl)cc3)no2)cc1	-3.0%	-4.0	36.3*	-6.3	-1.9	31.7*	5.7	x	x
O=C(OCn1ncc(Br)c(Br)c1=O)c1ccc(F)cc1	20.1%	-2.6	3.9	9.0	-2.6	-7.4	6.3	-6.8	-0.1
Cc1cc2c(cc1C)-c1nnnn1C(C)(C)C2	-2.0%	-8.0	-1.3	9.5	1.0	x	-2.8	0.1	0.9
CC(=O)N(Cc1ccco1)c1nc(C(=O)Nc2ccc(Cl)cc2)c(C)s1	0.2%	9.9	0.6	-7.0	-5.8	-0.6	11.6	10.6	-0.3
c1ccc2c(N3CCCCC3)nc(N3CCCCC3)nc2c1	0.3%	-9.6	6.0	-14.3	-2.1	-0.1	8.3	-12.5	0.0
Cc1c(C(=O)NCc2cccnc2)oc2ccc(S(=O)(=O)N3CC(C)CC(C)C3)cc12 (configuration not stated)	3.8%	-20.4	-1.6	x	2.2	-2.5	-4.4	8.4	0.4
CC(C)(C)NC(=O)c1cccc2c1OC(C)(C)C2	-1.2%	-10.1	3.5	-6.0	-1.3	-0.7	-0.6	-2.1	-0.7
Cc1ccc(OCCOCCOc2cccc3cccnc23)c(Br)c1	3.6%	30.1	9.3	-8.0	3.2	-2.5	6.0	6.1	2.3
CN(C(=O)CSc1nnc(C2CC2)n1C1CC1)C1(C#N)CCCCC1	5.1%	-12.1	0.4	3.1	3.7	11.9	2.3	5.6	0.9
N/C(=N/OC(=O)c1ccccc1F)c1nonc1N	-0.9%	19.4	2.1	-3.1	2.3	x	2.9	x	x
O=C(COC(=O)c1c(Cl)cccc1Cl)Nc1cc(Cl)ccc1Oc1ccccc1	0.8%	-29.7	29.4	1.4	6.8	3.5	-2.4	2.4	-0.1
COc1ccccc1N1CCN(C(=O)c2ccccc2NC(=O)C2CCCCC2C(=O)O)CC1 (configuration not stated)	0.5%	-7.8	2.3	17.1	-6.6	0.4	-0.8	-14.7	-1.2
Cc1ccc(NC2=CC(=O)CC(C)(C)C2)c(N)c1	-0.1%	0.6	1.7	-7.4	-2.9	7.2	1.6	-10.2	-0.3
COc1ccc(-c2noc(-c3ccc(NCc4ccco4)c([N+](=O)[O-])c3)n2)cc1	-0.5%	-31.5*	2.2	x	1.8	-0.4	6.4	x	-1.0
Cc1c(C(=O)NCc2ccc(F)cc2)sc2nc(-c3ccc(F)cc3)cn12	0.8%	-50.3*	3.6	-14.0	-4.7	-20.9	-0.1	x	-1.0
COc1ccc(CCN2C(=S)N(C)C(=O)C2CC(=O)Nc2ccc(OC)cc2)cc1 (configuration not stated)	0.9%	-11.5	7.5	-62.6*	-4.0	9.9	3.0	9.2	0.5
Cc1cccnc1NC(=O)c1cccc(S(=O)(=O)N2CCCc3ccccc32)c1	0.1%	1.6	4.2	-3.6	-6.1	7.2	-1.1	3.6	0.0
O=C(Cn1nc(Cc2ccncc2)c2ccccc2c1=O)N1CCN(C(=O)c2ccco2)CC1	-1.1%	4.0	-1.7	1.5	-0.8	10.7	-4.8	5.8	0.3
COc1ccc(C(=O)NC2=C(C#N)CCC2)cc1OC	-0.4%	-3.2	1.1	11.8	-5.2	0.1	2.1	-1.2	0.1
CCN(C(=O)Cn1c(=O)n2nc(CCn3nc(C)cc3C)nc2c2ccccc21)c1cccc(C)c1	2.3%	-1.0	1.4	5.9	0.2	-13.7	-11.1	-12.9	0.5
